GPR151 activ – human GPR151 activation; Q8TDV0; PathHunter beta-arrestin GPR151 cells, luminescence; activation, % at 11.2 µM; hit rate 1% among 650,000; AID 1508602; in the data active = activation above about 4.9%;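 also: 0% = median of compound wells and 100% = cells with positive control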
Target sequence (Q8TDV0 whole entry, looked up): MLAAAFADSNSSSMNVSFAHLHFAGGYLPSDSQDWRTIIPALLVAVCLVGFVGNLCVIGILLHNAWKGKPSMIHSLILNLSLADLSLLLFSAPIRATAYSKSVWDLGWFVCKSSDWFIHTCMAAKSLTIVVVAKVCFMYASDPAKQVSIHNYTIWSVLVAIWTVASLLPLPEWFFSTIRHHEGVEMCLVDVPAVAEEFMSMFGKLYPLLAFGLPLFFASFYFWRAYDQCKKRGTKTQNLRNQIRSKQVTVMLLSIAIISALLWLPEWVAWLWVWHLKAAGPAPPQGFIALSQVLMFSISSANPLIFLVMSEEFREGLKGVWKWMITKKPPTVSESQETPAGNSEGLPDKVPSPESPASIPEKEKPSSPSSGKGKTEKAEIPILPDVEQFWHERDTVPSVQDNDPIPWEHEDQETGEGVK
FBW7 act – activators of human E3 ligase FBW7; hit rate 0.13% among 650,000; AlphaScreen FBW7–phospho-cyclin E peptide binding, activator screen; normalized activity (activation), % at 26.1 µM; AID 1259310; Q969H0; in the data active = normalized activity above about 1.9%;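 also: purified mutant Fbw7 with reduced substrate affinity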
MITF inh – human MITF inhibition, primary screen; O75030; AlphaScreen MITF homodimerization, bead proximity signal; inhibition, % at 2.6 µM; AID 1259374; hit rate 0.91% among 650,000; in the data active = inhibition above about 50%;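 also: 0% = vehicle wells with protein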
Target sequence (O75030 whole entry, looked up): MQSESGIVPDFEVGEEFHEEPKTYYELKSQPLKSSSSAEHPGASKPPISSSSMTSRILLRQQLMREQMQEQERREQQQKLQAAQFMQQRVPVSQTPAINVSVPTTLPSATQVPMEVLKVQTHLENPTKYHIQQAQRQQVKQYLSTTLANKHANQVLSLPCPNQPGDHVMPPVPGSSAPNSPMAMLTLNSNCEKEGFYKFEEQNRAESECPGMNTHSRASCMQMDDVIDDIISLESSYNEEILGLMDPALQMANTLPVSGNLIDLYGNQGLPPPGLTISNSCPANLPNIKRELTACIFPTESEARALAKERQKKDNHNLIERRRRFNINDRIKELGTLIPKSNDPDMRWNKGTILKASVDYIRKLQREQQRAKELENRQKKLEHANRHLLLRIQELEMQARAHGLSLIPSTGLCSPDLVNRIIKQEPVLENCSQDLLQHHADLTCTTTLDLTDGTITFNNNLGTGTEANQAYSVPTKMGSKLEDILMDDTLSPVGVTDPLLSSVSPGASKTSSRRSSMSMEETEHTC
TEAD-YAP inh – TEAD-YAP interaction inhibition; hit rate 1.4% among 640,000; inhibition, % at 9.12 µM; HEK-TIYL cells, TEAD-Gal4/YAP UAS-luciferase luminescence; in the data active = inhibition above about 32%;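 also: 0% = median of test compound wells and 100% = reference inhibitor wells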
Numbers without * were called inactive; & = joins results of further samples. Compounds as they come, and some 3.4% of all compounds hit somewhere here.

SMILES	GPR151 activ	FBW7 act	MITF inh	TEAD-YAP inh
O=C(CN1C(=O)CCC1=O)Oc1cccc(OC(=O)CN2C(=O)CCC2=O)c1	-0.4	0.0	7	4
COc1ccc(S(=O)(=O)N2CCN(c3ccc([N+](=O)[O-])c(NC(C)c4ccccc4)c3)CC2)cc1F (configuration not stated)	0.6	0.0	10	-2
CCOC(=O)C(CCCCCOc1ccc([N+](=O)[O-])cc1)C(=O)OCC	-0.3	0.4	15	-1
CCCN1C[C@H]2CCC[C@]23OCCC=C3[C@H]1c1cccc(Cl)c1	-0.9	0.0	13	-5
COCCNC(=O)Cn1c(=O)n(-c2ccc(Cl)cc2)c(=O)c2c3c(sc21)CCC3	-0.5	0.0	-17	2
Cc1ccc(S(=O)(=O)N(C)c2c(C)ccc(S(=O)(=O)Nc3ccncc3)c2C)cc1	1.5	0.1	-3	-3
CCCSc1nnc2c(n1)OC(c1ccc(N(CC)CC)cc1)Nc1ccccc1-2 (configuration not stated)	0.1	0.2	19	-25
CC(C)(C)c1ccc(CSc2nc3c(c(-c4ccccc4)c2C#N)CCC3)cc1	0.3	0.1	12	9
O=[N+]([O-])c1ccc(NN=C2CCCCCC2)c([N+](=O)[O-])c1	-1.2	0.1	1	-7
COc1ccc(CCN2CCC(c3nc(-c4ccc5c(c4)OCO5)no3)CC2)cc1OC	0.8	-0.1	8	4
O=C(CNC(c1ccccc1)c1ccccc1)Nc1ccc2[nH]c(=O)[nH]c2c1	0.9	0.1	2	9
COc1cc(/C=C2/C(=O)N(c3ccc(F)cc3)N=C2C)ccc1OCc1ccc(F)cc1	-0.2	0.1	-18	-19
CCCNC(=O)CCc1c(C)nc2c(c1C)c(=O)n(C)c(=O)n2C	1.5	-0.3	-7	-3
Cc1ccc(C(=O)N(C)c2ccccc2)cc1[N+](=O)[O-]	0.2	0.1	9	7
O=C(N/N=C/c1ccc([N+](=O)[O-])cc1)c1cccs1	-0.2	0.0	-3	-40

Among those listed so far, 2 have a Cl atom:
SMILES	GPR151 activ	FBW7 act	MITF inh	TEAD-YAP inh
CCCN1C[C@H]2CCC[C@]23OCCC=C3[C@H]1c1cccc(Cl)c1	-0.9	0.0	13	-5
COCCNC(=O)Cn1c(=O)n(-c2ccc(Cl)cc2)c(=O)c2c3c(sc21)CCC3	-0.5	0.0	-17	2

(cont.)
SMILES	GPR151 activ	FBW7 act	MITF inh	TEAD-YAP inh
CCN(CC)CCN1CCN(c2ccnc3c(-c4ccc5c(c4)OCO5)cnn23)CC1	-0.7	-0.1	-9	-73
O=C(Nc1ccc2oc(-c3ccccc3Cl)nc2c1)c1cccc(Br)c1	2.6	0.0	8	12
O=C(CCCc1ccccc1)NCc1ccc2[nH]c3c(c2c1)CCCC3	0.9	-0.2	12	3
CC1CCN(S(=O)(=O)c2nnc(NC(=O)c3cccc4ccccc34)s2)CC1	2.7	0.1	-4	-6
O=C(CSc1nc2[nH]ncc2c(=O)n1-c1cccc(C(F)(F)F)c1)c1ccc(Br)cc1	-0.9	0.1	-4	5
CC1=NN(c2cccc(F)c2)C(=O)C1	-1.2	-0.9	-9	3
CC(=O)Oc1ccc(/C=C(\NC(=O)c2ccccc2Cl)C(=O)N2CCOCC2)cc1	0.8	0.0	-7	-3
C/C(CC(=O)N1CCN(C=O)CC1)=N\NC(=O)c1cccc(C)c1O	-0.6	1.1	-2	-13
O=c1cc(NCCCO)c2ccccc2o1	-0.3&-2.3	0.0&1.2	3&6	-7&13
CC(=O)Nc1nc2ccccc2n1CCOc1ccccc1Cl	0.5	0.3	9	12
COC(=O)c1ccc(NC(=O)CSc2nc3sc4c(c3c(=O)[nH]2)CCC4)cc1	-0.1	0.2	15	-3
COC(=O)C1=C(C)N(c2cccc(OC)c2)C(=O)C1	0.9	-0.1	-18	3
O=C(NC1CCCCCC1)c1ccc[nH]c1=S	0.4	-0.3	6	-8
COc1cccc(C(=O)NCC(=O)OCC(=O)/C(C#N)=C(\C)N)c1	0.1	-0.1	-17	-3
CN1C(C(=O)NCCN2CCOCC2)CC(c2cccs2)NS1(=O)=O (configuration not stated)	-0.1	-0.1	-3	-5

Part of the list above in a different format:
Below each compound: GPR151 activ	FBW7 act	MITF inh	TEAD-YAP inh
> CC(=O)Nc1nc2ccccc2n1CCOc1ccccc1Cl
  0.5	0.3	9	12
> O=c1cc(NCCCO)c2ccccc2o1
  -0.3&-2.3	0.0&1.2	3&6	-7&13
> COc1cccc(C(=O)NCC(=O)OCC(=O)/C(C#N)=C(\C)N)c1
  0.1	-0.1	-17	-3

One compound at a time, from the list above. Order of screens: GPR151 activ, FBW7 act, MITF inh, TEAD-YAP inh
O=C(CCCc1ccccc1)NCc1ccc2[nH]c3c(c2c1)CCCC3 is entered as 0.9, -0.2, 12, 3
O=c1cc(NCCCO)c2ccccc2o1 is entered as -0.3&-2.3, 0.0&1.2, 3&6, -7&13
COc1cccc(C(=O)NCC(=O)OCC(=O)/C(C#N)=C(\C)N)c1 is entered as 0.1, -0.1, -17, -3
CC1=NN(c2cccc(F)c2)C(=O)C1 is entered as -1.2, -0.9, -9, 3
CC(=O)Oc1ccc(/C=C(\NC(=O)c2ccccc2Cl)C(=O)N2CCOCC2)cc1 is entered as 0.8, 0.0, -7, -3

The results go on.
SMILES	GPR151 activ	FBW7 act	MITF inh	TEAD-YAP inh
COc1ccc(NC(=O)c2ccc([N+](=O)[O-])cc2Cl)c(OC)c1	-0.1	-0.1	3	-4
CC(C)CCN1CCN2C(=O)[C@H]3CCCN3C(=O)[C@H]2C1	-0.7	0.1	13	-5
COc1ccccc1NC(=O)Nc1nnc(CSCc2ccccc2)s1	0.0	-0.2	5	-9
COc1ccc(F)cc1S(=O)(=O)Nc1ccc2c(c1)OCO2	0.9	-0.2	-1	7
O=C(COc1ccc(Cl)cc1)NNC(=O)c1ccco1	-0.8	-0.1	4	-6
CCOCCn1c(=O)c2c(nc3n(CCc4ccccc4)c(C)c(C)n23)n(C)c1=O	0.9	-0.3	5	6
O=C(NCCc1csc2nc(-c3cccc(F)c3)nn12)C1CC1	2.4	-0.1	1	-13
O=C1CN(C(=O)C2CCCC2)C(c2ccccc2)c2cc(F)ccc2N1 (configuration not stated)	-0.8	0.0	-7	6
Nc1cc(Cl)ccc1C(=O)OCC(=O)N1CCOCC1	-1.0	0.2	7	-14
CCN(CC)C(=O)CN1CCC2(CC1)NC(=O)c1cc(Br)ccc1N2	-0.9	-0.1	-10	6
CC1CC(C)CN(S(=O)(=O)c2ccc(F)cc2)C1 (configuration not stated)	1.0	0.0	16	-7
CCC(=O)NCc1nnc(SCc2ccc(F)cc2)n1C	-0.9	0.0	7	10
O=C(NCCN1CCOCC1)c1ccc2nc(-c3ccc(N4CCOCC4)nc3)sc2c1	-0.4	0.0	-6	1
N#Cc1c(SCC(=O)c2ccc(Cl)cc2Cl)nc2c(c1-c1cccs1)CC/C2=C\c1cccs1	-0.1	-0.1	-13	8
COc1cccc(CC(=O)Nc2cnc3cnc(-c4cccc(N)c4)cn23)c1	1.2	0.0	13	11
Cc1ccc(C2CC(C(F)(F)F)n3nc(C(=O)NCc4cccnc4)cc3N2)cc1 (configuration not stated)	-0.1	0.0	26	17
COc1ccccc1N1CCN(C2CCCN(Cc3ccncc3)C2)CC1 (configuration not stated)	0.4	0.2	6	7
COCCCN1C(=O)C2C(C(=O)Nc3ccc(C(C)C)cc3)C3C=CC2(O3)C1C(=O)NC1CCCCC1 (configuration not stated)	-0.5	0.0	6	-2
N#C/C(=C/c1ccccn1)c1ccc([N+](=O)[O-])cc1	-1.0	0.0	-7	-6
CN(C)c1cccc(-c2cnc(N3CCN(CCO)CC3)c3nccn23)c1	0.6	0.0	-12	-40
CC(=O)c1cccc(NC(=O)CCSCCc2ccccn2)c1	2.7	0.0	9	9
O=S(=O)(/C=C/c1ccccc1)NCCc1ccsc1	-0.2	-0.1	-2	-3
COc1ccccc1NC(=O)CSc1nnc(NC(=O)/C=C/c2ccccc2)s1	-1.1	0.1	16	0
C=CCNC(=S)NNC(=O)c1ccc(OCC(C)C)cc1	0.3	0.1	3	-2
Cc1c(C(=O)N2CCC(CO)CC2)cnn1-c1ncc2c(n1)-c1ccccc1CCC2	0.2	0.1	-2	-5
O=C1C(=O)N(CCN2CCOCC2)C(c2cccnc2)/C1=C(/O)c1ccc(Cl)cc1 (configuration not stated)	-1.1	0.0	13	1
O=C(O)c1cc(S(=O)(=O)N2CCOCC2)ccc1N1CCCC1	3.7	-0.1	8	3
CCCC(=O)NC(=S)Nc1ccc(I)cc1	1.0	0.1	-12	-19
CCOC(=O)COc1cccc2c(=O)n(CC(=O)Nc3ccc4c(c3)OCCO4)ccc12	1.9	0.2	8	11
CC(C)(CO)NC(=O)c1ccccc1F	-0.5	-0.1	-21	-4
Cc1cc2nc3s/c(=C/c4ccc(N5CCC(C)CC5)c([N+](=O)[O-])c4)c(=O)n3c2cc1C	-2.0	0.1	-11	6
Cn1nc(-c2ccccc2)cc1NC(=O)Nc1ccc(F)cc1	-2.4	0.4	3	0
N[C@@H](C(=O)NCc1nc(-c2ccncc2)n[nH]1)c1ccccc1	1.0	-0.1	12	-2
CCOc1cc(/C=N/NC(=O)c2cccnc2)c(Br)c(Br)c1O	-0.2	-0.1	-5	0
CC1CN(C(NC(=O)c2cccc([N+](=O)[O-])c2)C(Cl)(Cl)Cl)CC(C)O1 (configuration not stated)	0.3	0.3	-10	-8
CC1=CCC2C(=O)N(c3ccc(C)c(Br)c3)C(=O)C2C1 (configuration not stated)	1.5	0.0	-2	-14
O=c1c2ccccc2nc(/C=C/c2c[nH]c3ccccc23)n1Cc1ccccc1	-1.4	0.3	8	10
O=C(Nc1nc2ccc3ccccc3c2s1)c1ccc(Cl)s1	2.0	0.0	-349	-12
CCOCCCNC(=O)c1ccc2nc(-c3ccc(OC)c(OC)c3)c(-c3ccc(OC)c(OC)c3)nc2c1	0.3	0.1	1	2
COCCN(CCOC)S(=O)(=O)c1ccc(C(=O)Nc2nc(-c3ccc(Br)cc3)cs2)cc1	1.7	-0.2	-3	3
CCOc1ccc(-n2c(=S)sc3c(=O)n(-c4ccccc4)c(SCC(=O)N(CC)c4cccc(C)c4)nc32)cc1	-0.8	-0.1	9	18
CNC(=O)NC(=O)COC(=O)CCCOc1ccc(Cl)c(C)c1	-0.8	-0.1	5	8
Cc1ccc(S(=O)(=O)NCc2nc(-c3ccncc3)n[nH]2)cc1	-0.6	0.1	15	9
O=C1C=CC(=O)C(C2=C3C(=O)N(CCc4c[nH]c5ccccc45)CC(=O)N3CCC2)=C1	-0.5	-0.2	6	15
Cc1nn(-c2ccccc2)c2nc(-c3cccnc3)cc(C(=O)NN)c12	-1.7	0.4	14	5
O=C(c1ccc(Br)s1)N1CCN(c2ncccn2)CC1	-0.3	0.2	-16	-3
O=C(CCN1C(=O)CSC1=O)Nc1ccccc1	-1.1	0.3	-7	0
CCN1C(=O)c2ccccc2S(=O)(=O)c2ccc(C(=O)N3CCC(C)CC3)cc21	0.3	0.1	1	-5
Cn1c(=O)c2c(ncn2CC(O)CO)n(C)c1=O (configuration not stated)	1.4&0.6	0.0&0.0	7&-4	-4
Cc1ccc(/C(C#N)=C\c2ccco2)cc1	-1.1	0.1	56*	-40
Cc1ccc(C(=O)NC(=S)Nc2cc(-c3nc4ncccc4o3)ccc2Cl)cc1	-0.1	-0.1	-7	-1
CC1CCC2(CC1)NC(=O)N(CN1CCN(C/C=C/c3ccccc3)CC1)C2=O (configuration not stated)	0.8	0.0	-9	5
COc1ccc(OC)c2sc(C)nc12	0.3	0.1	-8	3
COCCn1nnnc1CN(Cc1ccccc1)Cc1cc2c(C)ccc(C)c2[nH]c1=O	0.2	-0.1	8	10
Cc1nnc(SCC(=O)Nc2ccc(Br)cc2Cl)s1	-2.4	0.0	-15	11
N#CC1=C(N)C(C#N)(C#N)C(c2cccc(Oc3ccccc3)c2)C2CCCC=C12 (configuration not stated)	1.0	0.1	15	1
CCOC(=O)c1c(NC(=O)COc2cc(C)ccc2C(C)C)sc(C)c1C	0.2	0.5	7	6
CN(C)S(=O)(=O)c1ccc(C(=O)NCc2n[nH]c(=S)n2-c2ccccc2)cc1	-0.3	-0.1	4	-3
COc1ccc(C(=O)NC(=O)Nc2cccc(C)n2)cc1	-1.6	0.2	16	-16
COc1ccc(NC(=O)Nc2nc(-c3ccc(Br)s3)cs2)cc1	-0.9	0.0	14	2

Further entries:
SMILES	GPR151 activ	FBW7 act	MITF inh	TEAD-YAP inh
CC1(C)CC(=O)C2=C(C1)N=C1SCCC(=O)N1C2c1ccc(Cl)cc1 (configuration not stated)	-0.2	-0.3	11	-15
Cc1ccc(C(=O)NNc2nc(Nc3ccccc3)nc(N3CCCC3)n2)cc1	2.3	0.4	-2	-7
CSc1ccc(CC(=O)N(CC2CCCO2)c2nc3c(F)cc(F)cc3s2)cc1 (configuration not stated)	-0.5	0.0	-10	-10
O=C(CN1CCOCC1)Nc1ncc(Cc2cccc(Cl)c2)s1	-0.3	-0.1	4	1
N#Cc1ccccc1NC(=O)CSc1nc(-c2ccccc2)c(C#N)c(=O)[nH]1	-1.8	0.6	14	6
Cc1cc(CN(C)C(=O)CCCn2nnnc2CN2CCC(C)CC2)n[nH]1	-1.2	0.3	-7	-5
COc1ccc(C(=O)NCC23CC4CC(C)(CC(C)(C4)C2)C3)cc1	1.2	-0.1	-3	-5
COc1ccc(NC(=O)CSc2nc(-c3cccs3)ccc2C#N)cc1	-2.0	0.0	2	-27
CCOC(=O)c1ccccc1NC(=O)CCCOc1ccc(OC)cc1	-1.9	0.2	-13	-7
O=C(Nc1c(O)c2ccccc2oc1=O)c1sc2ccccc2c1Cl	-0.5	0.6	-1	-6
CCCc1c(C(=O)N[C@H]2C[C@H]3C(=O)N[C@@H](CSCc4ccccc4)C(=O)N3C2)cnn1-c1ccccc1	-1.7	0.8	18	3
